From PubChem
MsrA inh: inhibitors of bovine MsrA | purified bovine MsrA, absorbance read-out | inhibition, % at 15.5 µM | 0.75% of 360,000 active | AID 651718; in the data active means inhibition above about 4.5%;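 further: 0% = vehicle wells with enzyme and 100% = reference inhibitor wells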
NRP1-CendR mod: alters CendR peptide binding to human NRP-1. inhibition, % at 25 µM. FAM-RPARPAR peptide binding to NRP-1, fluorescence polarization. 0.85% of 360,000 active;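 active means inhibition or corrected inhibition above about 18%, plus a signal ratio from 0.5 to 1.5, limit read from the data, passing the limit was not always enough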; further: strong numbers were not always called active
SKN-1 inh: C. elegans SKN-1 inhibition. inhibition, % at 21.8 µM. 0.49% of 360,000 active. C. elegans VP596 Pgst-4::GFP/RFP ratio, acrylamide-induced, 24 h;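 active means interference check ratio from 0.5 to 1.5 plus GFP to RFP signal ratio inhibition reaching or exceeding a fixed threshold, cut at about 30% in these data, passing the limit was not always enough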; further: some compounds called inactive have numbers as strong as hits
FAS-TE inh: blocks the thioesterase domain of human fatty acid synthase; inhibition, % at 15 µM; 0.67% of 360,000 active; recombinant FAS-TE, OMFH fluorogenic substrate, fluorescence endpoint; P49327;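 active means compounds whose normalised, plate-corrected inhibition of enzyme fluorescence in the single-dose primary screen is 50% or more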;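 further: 0% = DMSO with enzyme and 100% = substrate without enzyme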
Target sequence (P49327 whole entry, looked up, the tested form may be a part): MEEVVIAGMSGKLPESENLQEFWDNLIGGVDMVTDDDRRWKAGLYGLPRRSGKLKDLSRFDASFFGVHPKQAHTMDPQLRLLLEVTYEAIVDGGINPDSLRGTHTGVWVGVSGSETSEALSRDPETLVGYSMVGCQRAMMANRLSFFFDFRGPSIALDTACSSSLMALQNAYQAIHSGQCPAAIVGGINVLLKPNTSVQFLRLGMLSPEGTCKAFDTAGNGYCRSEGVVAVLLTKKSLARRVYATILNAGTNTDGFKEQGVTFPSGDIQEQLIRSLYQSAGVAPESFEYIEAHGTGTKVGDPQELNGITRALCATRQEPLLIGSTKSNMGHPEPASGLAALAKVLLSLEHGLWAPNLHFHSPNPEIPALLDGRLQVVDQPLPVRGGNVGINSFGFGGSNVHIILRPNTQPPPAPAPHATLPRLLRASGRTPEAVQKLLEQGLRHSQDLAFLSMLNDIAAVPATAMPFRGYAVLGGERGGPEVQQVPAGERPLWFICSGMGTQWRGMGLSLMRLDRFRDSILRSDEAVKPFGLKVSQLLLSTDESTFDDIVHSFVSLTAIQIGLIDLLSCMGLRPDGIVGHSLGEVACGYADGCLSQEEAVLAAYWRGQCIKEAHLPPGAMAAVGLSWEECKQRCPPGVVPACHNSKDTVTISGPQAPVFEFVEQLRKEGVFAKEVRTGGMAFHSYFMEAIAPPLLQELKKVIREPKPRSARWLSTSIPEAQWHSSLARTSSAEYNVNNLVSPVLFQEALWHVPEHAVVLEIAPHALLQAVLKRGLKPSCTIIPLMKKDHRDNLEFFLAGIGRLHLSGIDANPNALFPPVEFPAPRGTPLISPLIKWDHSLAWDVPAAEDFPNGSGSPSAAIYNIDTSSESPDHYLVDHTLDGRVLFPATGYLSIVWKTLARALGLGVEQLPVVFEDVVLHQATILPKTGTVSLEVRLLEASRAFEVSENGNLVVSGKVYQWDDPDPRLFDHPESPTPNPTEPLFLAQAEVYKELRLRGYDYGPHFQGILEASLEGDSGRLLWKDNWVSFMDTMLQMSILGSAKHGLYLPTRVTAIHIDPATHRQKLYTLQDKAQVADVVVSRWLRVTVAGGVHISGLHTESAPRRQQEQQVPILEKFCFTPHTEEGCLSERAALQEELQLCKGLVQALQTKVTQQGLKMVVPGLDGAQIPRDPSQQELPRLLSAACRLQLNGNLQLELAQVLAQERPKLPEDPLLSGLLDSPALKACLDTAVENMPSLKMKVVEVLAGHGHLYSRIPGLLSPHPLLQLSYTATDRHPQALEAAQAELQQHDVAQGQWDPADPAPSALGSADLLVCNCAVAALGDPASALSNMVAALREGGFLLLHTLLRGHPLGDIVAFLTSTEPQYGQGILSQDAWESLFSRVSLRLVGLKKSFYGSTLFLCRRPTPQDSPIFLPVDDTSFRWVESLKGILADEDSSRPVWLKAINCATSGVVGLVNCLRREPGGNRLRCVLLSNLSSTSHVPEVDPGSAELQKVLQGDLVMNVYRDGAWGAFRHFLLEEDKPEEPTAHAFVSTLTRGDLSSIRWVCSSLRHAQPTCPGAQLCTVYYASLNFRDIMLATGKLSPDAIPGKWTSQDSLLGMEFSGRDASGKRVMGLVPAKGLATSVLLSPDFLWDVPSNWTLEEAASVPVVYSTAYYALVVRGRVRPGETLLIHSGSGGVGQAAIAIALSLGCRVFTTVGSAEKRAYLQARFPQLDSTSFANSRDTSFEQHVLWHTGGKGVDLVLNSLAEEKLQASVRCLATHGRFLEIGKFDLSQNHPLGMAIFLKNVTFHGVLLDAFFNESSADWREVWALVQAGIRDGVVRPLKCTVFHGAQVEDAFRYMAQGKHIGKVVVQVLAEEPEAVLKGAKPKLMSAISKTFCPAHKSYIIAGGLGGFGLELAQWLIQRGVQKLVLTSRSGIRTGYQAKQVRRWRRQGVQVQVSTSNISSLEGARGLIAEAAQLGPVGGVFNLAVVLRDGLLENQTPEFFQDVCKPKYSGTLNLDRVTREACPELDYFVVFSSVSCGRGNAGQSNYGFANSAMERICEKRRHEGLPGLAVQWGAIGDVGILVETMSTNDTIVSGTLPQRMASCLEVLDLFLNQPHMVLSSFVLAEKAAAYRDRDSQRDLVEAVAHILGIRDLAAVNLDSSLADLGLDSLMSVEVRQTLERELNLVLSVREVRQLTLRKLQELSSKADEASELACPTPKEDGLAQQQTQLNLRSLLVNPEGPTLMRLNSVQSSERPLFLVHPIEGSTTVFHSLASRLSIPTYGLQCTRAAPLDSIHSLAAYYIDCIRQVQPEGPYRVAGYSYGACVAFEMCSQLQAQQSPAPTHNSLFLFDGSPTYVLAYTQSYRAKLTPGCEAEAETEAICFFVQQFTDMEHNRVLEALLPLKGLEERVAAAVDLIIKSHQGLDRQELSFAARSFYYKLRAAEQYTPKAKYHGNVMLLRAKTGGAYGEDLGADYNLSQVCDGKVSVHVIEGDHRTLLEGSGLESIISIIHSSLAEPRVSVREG
eLon inh: inhibitors of E. coli Lon protease. P0A9M0. AID 602123. purified E. coli Lon protease, fluorescence polarization. 0.42% of 360,000 active. inhibition, % at 7.94 µM; in the data active means inhibition above about 13%, passing the limit was not always enough;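 further: 0% = enzyme with probe and DMSO and 100% = no enzyme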
MT1-MMP act inh: blocks activation of human MT1-MMP; P50281; HT1080 RFP-PRO-GFP cells, GFP/RFP ratio fluorescence, overnight; percent of plate control window, DMSO zero; GFP/RFP ratio change, % at 20 µM; 0.061% of 360,000 active; AID 651647;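 active means GFP/RFP ratio change of at least 30% with cell ATP level not reduced by more than half and red fluorescence within 50% of control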; further: strong numbers were not always called active
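Assay system: HT1080 cells carrying an RFP-PRO-GFP reporter | Dosing: Single dose of 20 µM compound, 1% DMSO final | Incubation: Cells overnight before dosing, compound overnight, 37 °C, 5% CO2 | Evaluation: GFP/RFP fluorescence ratio | Control set: DMSO and RFP-L50D-GFP cell wells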
Neddylation inh: inhibitors of human cullin neddylation. 0.58% of 360,000 active. AID 651699. P61081+Q13564. calls only at 25 µM. TR-FRET cullin neddylation, biochemical; in the data active means inhibition above about 36%
Rin1-Abl PPI inh: blocks binding of human Rin1 to Abl; P00519+Q13671; 0.4% of 360,000 active; inhibition, % at 7.35 µM; AID 588664; TR-FRET Rin1/Abl binding, biochemical; in the data active means inhibition above about 5%, passing the limit was not always enough
bovine MsrA act: activates bovine MsrA enzyme; AID 602163; 0.3% of 360,000 active; activation, % at 10.6 µM; purified bovine MsrA, absorbance read-out; in the data active means activation above about 7.5%;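 further: 0% = vehicle and 100% = reference activator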
* marks the source's active call; other numbers are inactive results; i = inactive; nt = no result given; + = active, no number.

SMILES	MsrA inh	NRP1-CendR mod	SKN-1 inh	FAS-TE inh	eLon inh	MT1-MMP act inh	Neddylation inh	Rin1-Abl PPI inh	bovine MsrA act
COc1ccc(C2C(C(=O)N3CCN(c4ccccn4)CC3)CCC(=O)N2c2ccc(OC)cc2)cc1 (stereo not drawn)	-0.8	6	-14	2	3	-3	i	7.5*	-12
CC(C)NC(=O)C1C(c2ccc(C(F)(F)F)cc2)=Nc2ccccc2N1C(=O)c1cccc2ccccc12 (stereo not drawn)	-0.7	-1	23	nt	nt	-9	i	nt	nt
CCOc1ccc(C(C)=O)cc1CN1c2ccc(S(N)(=O)=O)cc2CC1C (stereo not drawn)	-1.0	13	10	-2	-6	-3	i	6	-1
O=C(COC(=O)CNC(=O)C1CCCCC1)Nc1ccccc1	1.7	1	4	-6	-1	-1	i	0	-6
COc1ccc(C(=O)O)cc1S(N)(=O)=O	0.3	-12	5	0	1	-1	i	-1	-4
Cc1ccc(S(=O)(=O)N(C)C[C@@H]2Oc3ccc(NS(C)(=O)=O)cc3CC(=O)N([C@H](C)CO)C[C@@H]2C)cc1	0.5	4	8	-10	-11	3	i	5	-7
COc1cccc(-n2cc(CN(C)Cc3nc(Cc4ccccc4)no3)cn2)c1	0.2	-6	3	9	1	1	i	4	-1
CC(NC(=O)COC(=O)CC(c1ccccc1)c1ccccc1)c1ccccc1 (stereo not drawn)	-1.4	5	5	24	-4	1	i	-1	-3
NC(=O)NCCN1CCN(c2ncc(C(F)(F)F)cc2Cl)CC1	-0.7	6	3	-5	-4	-2	i	5	-1
CCOc1cc(C#N)ccc1OCC(=O)N1CCc2ccccc2C1	1.2	0	5	34	-8	7	i	-2	-1
Cc1nn(-c2ccccc2)c(C)c1C=O	-0.9	6	-11	-5	5	6	i	-1	-2
O=C(O)c1ccccc1-n1c2ccccc2c2ccccc21	1.6	6	15	-2	1	2	i	0	0
COc1ccc(OC)c(NC(=O)C(=O)NCc2ccncc2)c1	-0.7	-2	-4	-10	-10	2	i	-2	-6
CCOc1ccc(NC(=O)C(C)NC(=O)c2ccccc2Cl)cc1S(=O)(=O)N1CCCC1 (stereo not drawn)	0.8	2	10	-7	6	-2	i	1	-2
O=C(NCCc1ccccc1)c1cccc2c1C(=O)N(C1CCCCC1)C2	0.1	3	-4	29	-2	-7	i	0	-2
Cc1ccc(S(=O)(=O)NC(=O)NCc2ccc(Cl)cc2)cc1	-1.6	9	-20	-7	16*	-1	i	3	-13
OC(c1ccc(F)cc1)c1nc(-c2cccs2)cs1 (stereo not drawn)	0.9	-1	-3	-7	-3	1	i	-1	-4
O=C(Cn1c(=O)oc2cc(S(=O)(=O)N3CCCC3)ccc21)Nc1cccc(C(F)(F)F)c1	-0.7	2	1	-2	-2	-4	i	-4	0
Cc1c(C)c2c(OCC(=O)Nc3ccc(CCO)cc3)cc3c(c2oc1=O)CCC(C)(C)O3	3.3	-6	4	5	1	4	i	0	-5
O=C(O)CCC(=O)NN1C(=O)c2ccccc2NC1c1ccc(F)cc1 (stereo not drawn)	0.6	10	-5	-4	-1	1	nt	2	-2
O=C(c1cc2cc([N+](=O)[O-])ccc2oc1=O)N1CCN(C2CCCCC2)CC1	1.9	-7	-5	61*	-4	4	i	-2	-4
CCc1ccc(N2C(=O)Nc3ccccc3C2(O)C(=O)N2CCN(c3ccccn3)CC2)cc1 (stereo not drawn)	-0.1	1	3	2	7	4	i	2	-2
CCN(CC)S(=O)(=O)c1ccc(NC(=O)COC(=O)CNC(=O)C2CCCCC2)cc1	-1.4	9	16	0	5	1	i	3	-3
CC(=O)N/N=C/c1cc2c(cc1[N+](=O)[O-])OCO2	3.4	-6	13	-2	-4	2	i	-3	-2
COc1ccccc1C(=O)N/C(=C\c1cn(S(=O)(=O)N(C)C)c2ccccc12)C(=O)NCCCN1CCOCC1	0.5	44*	-7	-2	7	1	i	-3	-3

Next part
SMILES	MsrA inh	NRP1-CendR mod	SKN-1 inh	FAS-TE inh	eLon inh	MT1-MMP act inh	Neddylation inh	Rin1-Abl PPI inh	bovine MsrA act
Cc1cc(CNC(=O)CC2C(=O)NCCN2Cc2ccccc2C(F)(F)F)on1 (stereo not drawn)	0.0	-20	-11	-11	5	-2	i	4	-7
Cc1cc2c(c(SCC(=O)NCc3ccc(Cl)cc3)n1)C(=O)OC2	-0.5	1	-16	9	12	-3	i	0	0
CC(C)(C)n1nc2c(c1NC(=O)Cc1ccc(F)cc1)CSC2	0.0	1	-3	-6	-4	1	i	0	-1
O=C(Nc1ccc(S(=O)(=O)N2CCOCC2)cc1)c1ccc([N+](=O)[O-])o1	0.2	4	18	-7	1	2	i	-6	-7
CCCn1c2ccccc2c2cnn(CC(=O)N(CC)CC)c(=O)c21	0.8	2	18	-3	-2	-2	i	-1	-1
COc1cc(C2C(C(=O)c3cc4ccccc4o3)=C(O)C(=O)N2c2cc(C)on2)cc(OC)c1OC (stereo not drawn)	0.8	8	2	-4	-10	7	i	-4	-2
O=C(NCCOc1ccccc1)C1CCC(=O)N(CCCN2CCCC2=O)C1 (stereo not drawn)	0.9	-3	1	-4	1	-3	i	1	-6
O=[N+]([O-])c1ccc(OCCCCN2CCc3ccccc3C2)cc1	1.1	-2	7	12	4	0	i	0	-3
O=C(CCNC(=O)c1ccccc1Cl)Nc1cc(C(F)(F)F)ccc1Cl	0.8	-5	12	-8	0	-3	i	2	-5
O=C(c1cc2nc(-c3ccccc3)cc(C(F)(F)F)n2n1)N1CCN2CCCC2C1 (stereo not drawn)	0.5	10	32	0	-2	-4	i	-1	-4
CCOC(=O)C1CCCN(C(=O)c2cc3cc(OC)c(OC)cc3[nH]2)C1 (stereo not drawn)	1.9	1	-16	-4	5	0	+	-1	-6
Cc1cc(NC(=O)c2ccc3nc(C)sc3c2)no1	0.5	1	4	-7	-13	5	i	5	-15
Cc1nc(NC(=O)c2ccc3c(c2)OCO3)ccc1Br	-0.8	1	-4	7	14	-1	i	0	-1
COC(=O)Nc1ccc(S(=O)(=O)N(CCO)CCO)cc1	nt	-168	13	-5	5	2	i	-2	1
CCOC(=O)c1cnc2ccccc2c1Nc1cccc(C(=O)O)c1	2.3	1	11	-4	8	1	i	-3	-2
Cc1noc(C)c1CSCC(=O)NC1=NCCS1	-0.1	-7	24	-23	-5	-2	i	-3	-4
O=S(=O)(NNc1nccc(C(F)(F)F)n1)c1cccc(Cl)c1Cl	-0.8	11	-7	4	-3	1	i	-3	-3
CCc1n[nH]c(=S)n1/N=C/c1ccc(-c2ccc(Br)cc2)o1	1.0	-5	5	0	9	10	i	3	-10
O=C(Cn1ccc2ccccc2c1=O)NCCC(=O)Nc1ccc(F)cc1F	0.8	-5	-3	-4	-12	4	i	4	-3
Cc1cc(N(C)C)cc(C)c1N=Nc1cc[n+]([O-])cc1	-0.7	-22	23	-2	-22	26	i	-24	-4
CCN(CC)S(=O)(=O)c1cccc(C(=O)NC2CCCCC2)c1	-0.1	2	17	-2	-5	1	i	1	-1
Nc1ncnc2c1ncn2[C@@H]1O[C@H](CN=C2NS(=O)(=O)c3ccccc32)[C@@H](O)[C@H]1O	0.1	-8	14	-6	6	1	i	0	-2
CCN1CCN(c2cc(=O)n(-c3cc(Cl)ccc3C)c(=O)[nH]2)CC1	-0.3	15	17	-6	-1	-4	i	1	-3
COc1ccc(C(=O)N[C@H](C(=O)NCCCn2nc(C)cc2C)C(C)C)cc1	0.7	0	11	-6	-1	-4	i	-2	-2
COc1ccc2nc(C)c3c(c2c1)OC(C(C)(Cl)Br)C3 (stereo not drawn)	-0.1	1	0	7	5	4	i	-2	-8

The list continues.
SMILES	MsrA inh	NRP1-CendR mod	SKN-1 inh	FAS-TE inh	eLon inh	MT1-MMP act inh	Neddylation inh	Rin1-Abl PPI inh	bovine MsrA act
COc1cccc(C2CC(c3cccs3)Nc3ncnn32)c1 (stereo not drawn)	0.1	0	9	-1	1	1	i	-5	-3
CCn1nc(C(=O)NNC(=O)C(Cc2ccccc2)NC(N)=O)c2ccccc2c1=O (stereo not drawn)	0.2	5	4	-7	-12	0	i	3	-4
CC1CCN(S(=O)(=O)c2cccc(C(=O)Nc3ccccc3)c2)CC1	-1.5	13	-11	10	10	2	i	0	2
CNc1nc2cc([N+](=O)[O-])c([N+](=O)[O-])cc2nc1NC	0.5	-1	5	-2	2	5	i	-6	-3
S=c1[nH]cnc2scc(-c3ccc(Cl)cc3)c12	-0.4	8	15	41	11	6	i	-1	2
COC(=O)C1Sc2[nH]c(=O)sc2C(c2ccc(Cl)cc2)C1C(=O)OC (stereo not drawn)	0.0	-6	-5	-4	0	-2	i	0	-11
COC(=O)c1ccc([N+](=O)[O-])cc1N1C(=O)C2C3CCC(C3)C2C1=O (stereo not drawn)	-1.3	-5	0	-8	3	6	i	2	-3

Among those listed so far, 10 have an aryl methoxy group:
SMILES	MsrA inh	NRP1-CendR mod	SKN-1 inh	FAS-TE inh	eLon inh	MT1-MMP act inh	Neddylation inh	Rin1-Abl PPI inh	bovine MsrA act
COc1ccc(C2C(C(=O)N3CCN(c4ccccn4)CC3)CCC(=O)N2c2ccc(OC)cc2)cc1 (stereo not drawn)	-0.8	6	-14	2	3	-3	i	7.5*	-12
COc1ccc(C(=O)O)cc1S(N)(=O)=O	0.3	-12	5	0	1	-1	i	-1	-4
COc1cccc(-n2cc(CN(C)Cc3nc(Cc4ccccc4)no3)cn2)c1	0.2	-6	3	9	1	1	i	4	-1
COc1ccc(OC)c(NC(=O)C(=O)NCc2ccncc2)c1	-0.7	-2	-4	-10	-10	2	i	-2	-6
COc1ccccc1C(=O)N/C(=C\c1cn(S(=O)(=O)N(C)C)c2ccccc12)C(=O)NCCCN1CCOCC1	0.5	44*	-7	-2	7	1	i	-3	-3
COc1cc(C2C(C(=O)c3cc4ccccc4o3)=C(O)C(=O)N2c2cc(C)on2)cc(OC)c1OC (stereo not drawn)	0.8	8	2	-4	-10	7	i	-4	-2
CCOC(=O)C1CCCN(C(=O)c2cc3cc(OC)c(OC)cc3[nH]2)C1 (stereo not drawn)	1.9	1	-16	-4	5	0	+	-1	-6
COc1ccc(C(=O)N[C@H](C(=O)NCCCn2nc(C)cc2C)C(C)C)cc1	0.7	0	11	-6	-1	-4	i	-2	-2
COc1ccc2nc(C)c3c(c2c1)OC(C(C)(Cl)Br)C3 (stereo not drawn)	-0.1	1	0	7	5	4	i	-2	-8
COc1cccc(C2CC(c3cccs3)Nc3ncnn32)c1 (stereo not drawn)	0.1	0	9	-1	1	1	i	-5	-3
